# From PubChem BioAssay
# FXIIa mix inh = inhibitors of human coagulation factor XIIa, pooled mixtures; purified FXIIa, fluorogenic substrate; AID 684; inhibition, % at 5 µM; hit rate 0.2% among 62,000;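 note: 0% = enzyme without compound and 100% = no enzyme blank; some results filed as inactive read as strong as hits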
# Abs 340nm = compounds absorbing at 340 nm. compound absorbance at 340 nm, fold over control. fold change at 10 µM. 65,000 tested, under 10 active;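 active = at 10 µM dose, initial 340 nm absorbance at least 2 fold that of control wells; inactive = change under 2 fold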;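 note: initial absorbance extrapolated from kinetic A340 decline of NADH oxidation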
# Hsp90 inh = displaces geldanamycin probe from tumor Hsp90; inhibition, % at 30 µM; hit rate 0.35% among 64,000; NCI-N417 lysate Hsp90, Cy3B-geldanamycin FP displacement; P07900;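 active = inhibition above 50%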;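 note: 0% = tracer plus lysate wells and 100% = tracer alone without lysate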
# MMP-13 inhibitor = MMP13 (human) collagenase inhibition | inhibition, % at 4 µM | MMP-13 fTHP FRET cleavage, Mca fluorescence | hit rate 0.07% among 65,000 | AID 570 | P45452;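 active = inhibition above the mean of compound-free control plate wells plus 3 SD, cut at about 14% in these data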;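 note: 0% = DMSO wells and 100% = wells with reference MMP-13 inhibitor after basal subtraction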
# AP complement = orthogonal test for alternative complement pathway inhibitors. hit rate 0.08% among 62,000. inhibition, % at 5 µM. Human serum alternative complement pathway, LPS-coated ELISA, C3 deposition; tested in compound mixtures;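 active = inhibition above 30% in each of the two pooled mixtures holding the compound, so the lower value exceeds 30%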;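 note: 0% = serum in Mg-EGTA without compound and 100% = EDTA serum blank; some compounds past the cut are filed as inactive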
#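 Test system: human serum alternative complement pathway, C3 deposition on LPS-coated wells; also added: Plate-bound LPS; doses: 5 µM per compound in ten-compound mixtures; schedule: 1 h at 37 °C; detection: Anti-C3 ELISA, OD 450 nm; evaluation: percent inhibition of C3 deposition onto LPS; repeats: two pool placements per compound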
# Cdc25B inh = inhibitors of human Cdc25B phosphatase | P30305 | recombinant Cdc25B, OMFP fluorescence Ex485/Em525 | inhibition, %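 (compounds tested at 10 µM final in the well)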 | hit rate 0.1% among 65,000 | AID 368; in the data active = inhibition above about 50%
# DUSP1 inh = inhibitors of human MKP-1 phosphatase. inhibition, %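 (compounds tested at a single concentration somewhere between 10 and 100 µM)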. AID 374. recombinant MKP-1, OMFP hydrolysis fluorescence. P28562. hit rate 0.15% among 65,000;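 active = inhibition above about 50%, limit read from the data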;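 note: 0% = DMSO max control wells and 100% = wells with enzyme stopped by NaOH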
# Target sequence (P28562 whole entry, looked up): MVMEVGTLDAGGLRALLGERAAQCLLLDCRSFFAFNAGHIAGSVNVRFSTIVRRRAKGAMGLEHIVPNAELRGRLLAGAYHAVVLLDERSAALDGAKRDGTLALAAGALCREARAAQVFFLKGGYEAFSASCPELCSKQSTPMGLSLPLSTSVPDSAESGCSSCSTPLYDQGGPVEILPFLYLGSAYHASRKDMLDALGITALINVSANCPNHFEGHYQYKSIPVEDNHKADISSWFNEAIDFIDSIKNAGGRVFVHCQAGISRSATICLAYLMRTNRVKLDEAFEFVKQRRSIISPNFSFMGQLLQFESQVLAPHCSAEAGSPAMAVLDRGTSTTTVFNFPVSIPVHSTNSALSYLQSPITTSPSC
# FXIa mix inh = inhibitors of human coagulation factor XIa, pooled mixtures; P03951; AID 680; inhibition, % at 5 µM; hit rate 0.19% among 62,000; purified FXIa, fluorogenic substrate;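 note: each value is inhibition by a whole ten-compound pool holding the compound; 0% = enzyme with no mixture and 100% = wells lacking enzyme; strong numbers were not always called active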
# JNK3 blocker = JNK3 (human) kinase inhibition; P53779; purified JNK3 kinase activity, HTS; hit rate 0.61% among 60,000; AID 746; inhibition, % at 8 µM; in the data active = inhibition above about 17%;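 note: 0% = DMSO and 100% = reference inhibitor; many of its hits are not listed in these tables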
# Target sequence (P53779 whole entry, looked up): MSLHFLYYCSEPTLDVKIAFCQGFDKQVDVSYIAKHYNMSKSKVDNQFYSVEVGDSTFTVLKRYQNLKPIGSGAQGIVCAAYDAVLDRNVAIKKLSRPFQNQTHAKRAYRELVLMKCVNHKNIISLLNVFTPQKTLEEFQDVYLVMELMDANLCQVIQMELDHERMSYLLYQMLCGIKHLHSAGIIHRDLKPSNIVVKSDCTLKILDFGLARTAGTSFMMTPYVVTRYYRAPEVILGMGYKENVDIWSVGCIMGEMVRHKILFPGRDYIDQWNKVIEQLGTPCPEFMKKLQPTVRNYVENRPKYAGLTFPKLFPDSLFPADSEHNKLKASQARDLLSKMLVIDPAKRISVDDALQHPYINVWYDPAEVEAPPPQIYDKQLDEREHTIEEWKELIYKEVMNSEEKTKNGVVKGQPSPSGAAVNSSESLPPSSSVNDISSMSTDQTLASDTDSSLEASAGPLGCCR
# * marks the source's active call; other numbers are inactive results; . = not tested or not shown; & = joins results of further samples; [ ] = another dose, or the depositor's remark. Cut-off read from the data, not from the text of the source, unless noted: active = inhibition above about 20% (passing the limit was not always enough); inactive = the rest. This is a random part of the collection; about 1.5% have a hit in one of these screens.
SMILES,FXIIa mix inh,Abs 340nm,Hsp90 inh,MMP-13 inhibitor,AP complement,Cdc25B inh,DUSP1 inh,FXIa mix inh,JNK3 blocker
CC1CN(S(=O)(=O)c2ccc(Cl)c(S(=O)(=O)N3CC(C)OC(C)C3)c2)CC(C)O1 (stereo not given),-16.9,1.02,-4.8,-0.9,-1.7,-8.6,12.8,3.4,-2.1
Cn1ccnc1SCc1cn2ccccc2n1,-18.9,1,-0.8,-0.3,-0.4,1.0,-11.7,-23.4,9.7
CCCCC(=O)Nc1nc(C)c(C(C)=O)s1,5.7,1.06,-5.5,1.3,10.8,-23.3,-1.5,5.0,0.9
O=C(CCNc1n[nH]c(=O)[nH]c1=O)N1CCOCC1,0.7,1.05,-2.3,1.9,-0.8,0.0,-8.6,-1.2,5.2
COc1ccccc1C(=O)NCC(c1cccnc1)N(C)C (stereo not given),-1.0,0.99,1.9,-3.2,-1.9,-3.7,6.5,-1.1,-1.8
O=C(C(Cc1ccccc1)n1cccc1)N1CCCCCC1 (stereo not given),5.4,0.99,-5.1,2.7,9.3,-1.5,-19.3,12.4,1.6
CCCn1c(CNS(=O)(=O)c2ccc(C)cc2)nc2ccccc21,7.7,1.02,-2.4,1.2,7.0,-8.7,3.0,7.5,-4.4
CCn1c(SCC(=O)Nc2nc3ccccc3s2)nnc1-c1ccc(OC)cc1,2.3,1.07,1.5,1.8,1.7,-0.6,6.1,-0.6,0.2
COc1ccc2cc(C#N)c(NC(C)C)nc2c1,2.9,1.01,-0.4,-111.8[fluorescence artefact?],11.4,-3.2,-8.1,-1.1,4.1
Cc1ccc(-c2nnn(CC(=O)N(CC(=O)NCC3CCCO3)c3ccc(F)c(Cl)c3)n2)o1 (stereo not given),7.2,1.06,1.3,-7.9,4.8,-11.1,-11.3,3.0,-2.1
Cc1ccc(-n2c(Cc3cccs3)nnc2SCC(=O)Nc2ccc(S(N)(=O)=O)cc2)cc1,4.2,0.99,-1.0,-0.8,8.9,-9.5,10.9,3.5,0.4
O=C(Nc1nncs1)c1ccc(Br)c(S(=O)(=O)N2CCCC2)c1,1.9,1.09,-4.1,4.4,3.7,-7.1,-2.7,0.1,-3.5

# Sorted by the number under DUSP1 inh (largest number first): some entries from above.
molecule,FXIIa mix inh,Abs 340nm,MMP-13 inhibitor,AP complement,Cdc25B inh,DUSP1 inh,FXIa mix inh,JNK3 blocker
CCCn1c(CNS(=O)(=O)c2ccc(C)cc2)nc2ccccc21,7.7,1.02,1.2,7.0,-8.7,3.0,7.5,-4.4
COc1ccc2cc(C#N)c(NC(C)C)nc2c1,2.9,1.01,-111.8[fluorescence artefact?],11.4,-3.2,-8.1,-1.1,4.1
O=C(C(Cc1ccccc1)n1cccc1)N1CCCCCC1 (stereo not given),5.4,0.99,2.7,9.3,-1.5,-19.3,12.4,1.6

# Other structures follow:
SMILES,FXIIa mix inh,Abs 340nm,Hsp90 inh,MMP-13 inhibitor,AP complement,Cdc25B inh,DUSP1 inh,FXIa mix inh,JNK3 blocker
O=C1CCCCCN1Sc1ccccc1,8.9,1.04,4.9,4.9,0.4,3.9,3.1,7.8,-5.8
CCCC12CN3CC(CCC)(CN(C1)C3C(O)C(O)C(O)CO)C2=O (stereo not given),1.3,1.04,0.2,-0.4,8.9,4.9,15.4,6.9,-2.4
O=C(COC(=O)c1cccc(S(=O)(=O)N2CCN(c3ccccc3)CC2)c1)NCc1ccco1,11.4,1.04,0.9,0.2,-5.9,1.8,34.6,-5.2,-1.2
CCOC(=O)N1CCN(S(=O)(=O)c2ccc(OCC)c3ccccc23)CC1,7.1,0.98,-4.4,-4.1,21.8,19.0,5.1,7.4,-2.7
O=C(NC1CCCCC1)N1CCc2ccccc21,8.3,1.02,-22.7,3.0,0.0,-4.2,0.0,-5.5,-9.5
Oc1c(-c2cc(-c3ccco3)[nH]n2)ccc2ccccc12,-0.4,1.1,-5.5,3.3,5.5,-6.8,7.3,4.0,-3.2
CCOc1ccc(C(=O)N(CN2CCCC2=O)c2ccccc2)cc1,1.1,0.97,1.3,4.5,8.2,4.8,5.3,5.3,-0.8
Clc1ccccc1OCc1nnc(-c2ccccc2Br)o1,11.4,1.01,-5.1,6.1,-0.3,-8.9,19.7,6.9,3.0
CCCN(Cc1cc2cc(C)ccc2[nH]c1=O)S(C)(=O)=O,-15.1,1.03,-0.2,-5.0,-30.6,2.8,9.7,3.0,-1.4
O=C1CCCCCN1CP(=O)(O)CN1CCOCC1,6.1,1.01,-3.6,-0.2,4.3,-18.6,-16.5,5.0,3.5
CCN(CC)c1nc2cc(OC)ccc2cc1C#N,-16.2,0.98,0.7,-31.4,7.1,-32.5,-14.1,-5.9,5.6
Cc1cc(CN2C(=O)c3ccccc3C2=O)cc(N2CCOCC2)c1,7.8,1,0.7,5.5,4.5,-7.4,5.0,-6.6,5.2
C=CCn1c(COc2ccccc2F)nnc1SCC(=O)NC(=O)NCc1ccco1,-12.2,1,-4.7,6.5,24.6,-9.8,26.6,10.5,1.8
CCOC(=O)c1c(NC(=O)CSc2nnc(-c3ccc(OC)cc3)o2)sc2c1CCC2,-2.1,0.99,-0.2,1.4,0.5,-15.6,1.1,-0.5,-3.4
C=CCNC(=O)C1CCN(S(=O)(=O)CC)CC1,4.2,0.98,0.2,0.6,23.4,-10.6,6.4,7.6,0.5
COCCn1nnnc1C(c1ccccc1)N1CCN(Cc2ccc3c(c2)OCO3)CC1 (stereo not given),11.4,1,-1.4,2.0,20.1,-12.4,-2.1,2.1,-3.0
O=C(CSc1ncn[nH]1)NC1CC2CCC1C2 (stereo not given),12.0,1.01,-8.2,2.8,-3.4,-10.2,-4.3,2.0,-2.5
COC(=O)[C@H](Cc1ccccc1)NC(=O)NCc1ccc(S(N)(=O)=O)cc1,-1.9,1.06,0.1,3.8,15.7,-7.5,-34.1,5.0,-2.6
CC(=O)N(CC(=O)O)c1ccccc1C(=O)O,11.1,1.01,.,.,8.6,-4.3,10.2,0.4,.
COc1ccc(C(=O)Nc2ccc(S(=O)(=O)N3CCOCC3)cc2)cc1OC,5.3,1.07,-2.8,-0.1,-17.2,-1.8,12.6,4.5,-3.3
N#Cc1cc2sc3nnc(-c4ccncc4)n3c2cc1C#N,6.2,0.99,-3.9,-3.5,4.2,6.1,-4.8,1.4,1.4
CC1(C)Oc2ccc3ccc(=O)oc3c2/C(=C/N)C1=O,-5.0,1.13,-1.4,4.3,11.2,-4.6,0.0,4.1,2.7
CCCCCCc1cc2cc(-c3nnc(-c4ccccc4O)o3)c(=O)oc2cc1O,.,1.09,5.9,-17.2,.,13.1,25.3,.,0.2
CCc1nc(SCC(=O)c2ccc(C)c(C)c2)n[nH]1,-5.7,1.03,-3.0,0.1,23.7,2.4,10.4,6.0,-1.3
COc1ccc(NC(=O)C2CCCN(S(=O)(=O)c3cnc[nH]3)C2)cc1 (stereo not given),-15.5,1.04,-0.3,2.5,14.2,1.3,-4.5,4.3,-9.2
OC(COc1ccc2cc(Br)ccc2c1)CN1CCCC1 (stereo not given),10.6,1.07,-0.1,-1.6,13.7,-10.5,1.3,3.9,1.5
O=C(COc1ccccc1O)Nc1ccc(Cl)cc1,-7.3,1.04,-1.2,1.8,-3.1,-6.4,-11.3,3.8,5.2
CNc1nc2c(c(=O)n(C)c(=O)n2C)n1Cc1ccccc1,-3.8,0.98,-3.0,5.6,1.4,-4.1,-23.1,5.7,2.5
O=C(Nc1ccc2c(c1)OCO2)c1cc2n(n1)C(C(F)(F)F)CC(c1ccccc1)N2 (stereo not given),.,1.05,4.3,-4.1,.,-28.0,-14.1,.,-7.8
C=CCn1c(SCC(=O)Nc2cc(NC(C)=O)ccc2OC)nnc1-c1ccccn1,5.9,1.02,-4.9,-1.4,14.5,0.0,0.2,2.8,-10.8
CCn1cc(C2=NOC(C(=O)Nc3cc(C)nn3-c3ccccc3)C2)c(C)n1 (stereo not given),4.0,0.98,-0.6,0.9,0.9,1.3,-5.2,6.3,0.1
O=C1C(Cl)=C(N2CCCCCC2)C(=O)N1c1ccccc1,-16.0,1.02,1.8,0.9,12.5,-1.1,8.4,-11.8,2.7
COc1ccccc1NC(=O)c1[nH]c(C)c(C(C)=O)c1C,0.9,1.04,-2.0,2.6,-6.2,-10.0,6.3,2.4,6.2
CNS(=O)(=O)c1cc(O)c2c(S(=O)(=O)NC)cccc2c1,3.1,1.08,-4.7,0.6,6.8,-3.7,5.8,5.9,-0.5
CC1(C)CC(n2c(NCCO)nc3c(c2=O)C2(CCCC2)Cc2ccccc2-3)CCO1 (stereo not given),-17.7,1.06,0.7,-34.7,3.2,-15.1,18.9,-3.7,-0.6
Cc1occc1-c1nnc(SCC(=O)N2CCN(c3ccccc3F)CC2)n1C,-2.6,1,0.2,1.4,14.6,-14.6,0.1,0.5,0.1
CC(C)NS(=O)(=O)c1cccc2nsnc12,.,1.04,-2.8,-0.1,.,3.8,6.3,.,5.6
COc1cccc(CNc2ncc(Br)cc2Br)c1O,.,1.05,7.5,-2.1,.,8.1,-19.6,.,-6.8
Cc1ccc(Cl)c(Nc2ccccc2C(=O)O)c1Cl,-2.4,1,0.7&1.6,-0.1,9.5,-11.8,-14.1,8.5,-2.1
CCN(CC)c1nc(N)nc(NS(=O)(=O)c2ccc(Cl)cc2)n1,9.6,1.02,1.6,2.1,2.5,2.7,13.7,5.9,-5.9
CCOCCCNC(=O)Cn1cc2c(n1)CCCC2,3.4,1.04,-5.1,-0.1,11.7,-12.3,5.8,-3.4,-4.8
O=C(CN1CCN(c2ccc(F)cc2)CC1)N1CCOCC1,-19.5,1.03,0.2,1.1,0.9,-3.0,-0.3,-0.6,-1.8
CC1=C(C(=O)OC2CCCCCC2)C(c2ccc(C)o2)C2=C(CCCC2=O)N1 (stereo not given),7.4,1,-0.4,-12.2,1.7,-8.7,12.9,1.3,-4.8
CSc1ccc(Cl)c(C(=O)OCC(=O)NCc2ccco2)c1,0.6,1,-6.1,-0.9,3.6,9.5,3.0,-3.2,1.1
CC1CCCCN1S(=O)(=O)c1ccc(C(=O)Nc2nnc(-c3cccs3)o2)cc1 (stereo not given),-1.2,1.11,-1.5,-1.0,15.8,1.6,-8.4,5.1,0.8
Nn1cc(-c2ccccc2)nc1SCC(=O)N1CCN(S(=O)(=O)c2ccc(Cl)cc2)CC1,5.6,0.98,-0.8,-1.3,11.4,5.0,0.4,0.8,-3.2
O=C(NCc1cccnc1)c1nnc(Cc2ccc(F)cc2)o1,5.9,1.03,-0.3,-15.3,21.2,-8.7,0.1,6.1,-11.7
CCOC(=O)c1sc(NC(=O)CSc2nnnn2-c2ccccc2)nc1C,-4.8,1.05,-4.9,1.1,11.8,-3.2,22.5,-6.4,-1.2
Cc1nc(NCC2CCCO2)nc2c1C(=O)CC(C)C2 (stereo not given),11.3,1.06,-1.1,3.3,19.0,5.0,-1.5,-2.2,6.0
NC(=O)c1ccsc1NC(=O)CSc1ccccc1F,2.8,1.02,-1.6,7.6,10.3,-6.6,10.5,5.1,15.8
CCc1nc2oc3ccccc3c(=O)c2c(=O)n1Cc1ccc(OC)cc1,-8.5,0.97,-15.6,-5.9,13.8,6.6,22.8,-17.3,13.4
O=C(NC1(C(F)(F)F)C(=O)Nc2c1c(=O)[nH]c(=O)n2Cc1ccco1)C1CCCCC1 (stereo not given),-2.4,1,2.2,-1.7,-20.9,16.3,0.1,14.1,-3.5
CCC(CC)C(=O)NCCc1cc2c(C)ccc(C)c2[nH]c1=O,7.3,1.08,-3.2,0.2,15.2,-7.5,1.3,-2.8,7.4
COC(=O)C1C(=O)C2=C(CC1C)NC(=O)CC2c1cccc(C)c1 (stereo not given),-2.4,1.01,-2.0,1.1,17.9,2.6,2.5,6.2,-2.2
CCc1ccc(-c2nnn(Cc3nc4ccccc4s3)n2)cc1,-8.7,0.99,-1.2,3.3,12.0,-0.6,20.1,9.8,-6.3
